Rad51 HR inh – Rad51 (human) homologous recombination inhibition | AID 1385 | 200,000 tested, 0.085% active | Q06609 | hRad51 DNA strand exchange, fluorescence dequenching | inhibition, % at 10 µM;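 active = inhibition above 40% at the single screening dose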;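 also: 0% = DMSO control wells and 100% = blanks with heterologous ssDNA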
Target sequence (Q06609 whole entry, looked up): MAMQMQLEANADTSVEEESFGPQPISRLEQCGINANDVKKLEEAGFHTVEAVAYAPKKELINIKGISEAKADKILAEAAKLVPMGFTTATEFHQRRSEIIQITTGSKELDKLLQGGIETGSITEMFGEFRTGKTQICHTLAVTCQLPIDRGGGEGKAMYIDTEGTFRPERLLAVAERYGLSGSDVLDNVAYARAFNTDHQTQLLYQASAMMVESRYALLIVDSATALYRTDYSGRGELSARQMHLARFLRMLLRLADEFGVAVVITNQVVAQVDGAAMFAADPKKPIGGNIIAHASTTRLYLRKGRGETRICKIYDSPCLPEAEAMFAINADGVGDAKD
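Material: hRad51 filaments on single-stranded DNA; Reagent: Donor/quencher-labelled 47-bp dsDNA substrate; Compound: 10 µM final, single point; Schedule: 37 °C 15-min filament assembly, 30-min compound preincubation, 15-min exchange; Technique: FRET fluorescence, excitation 485 nm, emission 520 nm; Benchmarks: control wells and blank wells on each plate.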
Hck Nef HTS – human Hck-Nef kinase inhibition; P08631; Recombinant Hck-YEEI plus Nef, Z-Lyte FRET kinase assay; inhibition, % at 20 µM; 220,000 tested, 0.68% active; AID 463187;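 active = Hck-Nef kinase inhibition above about 50%, limit read from the data; inactive = inhibition below that limit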;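 also: 0% = DMSO with Hck plus Nef and 100% = Hck alone without Nef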
TNF necrop inh – TNF-alpha cell death inhibition in Jurkat FADD-/- cells | activation (protection from cell death), % at 10 µM | 220,000 tested, 0.068% active | Jurkat FADD-/- TNF necroptosis rescue, ATP luminescence, 24 h; 0 = TNF only, 100 = no-TNF cells;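 active = activation, meaning protection from cell death, of at least 50% relative to plate controls; inactive = activation below 50%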;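 also: necroptosis triggered by 40 ng/mL TNF-alpha added together with compound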
L929 necroptosis – L929 zVAD cell death inhibition; L929 zVAD necroptosis rescue, ATP luminescence, 24 h; with zVAD 60 µM; viability rescue, % at 10 µM; 220,000 tested, 0.38% active;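 active = activation, scaled between plate controls, above about 75%, limit read from the data; inactive = activation under that limit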;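 also: 0% = zVAD with DMSO and 100% = DMSO alone without zVAD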
FXIa inh 1536 – blocks human coagulation factor XIa protease activity; P03951; purified FXIa, Boc-Glu-Ala-Arg-AMC fluorogenic substrate; inhibition, % at 5 µM; 220,000 tested, 0.14% active; AID 798;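 active = inhibition of at least 40%; inactive = inhibition below 40%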;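 also: fluorescence of freed AMC excited at 355 nm; 0% = enzyme without compound and 100% = no enzyme blank; many of its hits are not listed in these tables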
hK5 inh – blocks human kallikrein 5 protease activity; recombinant hK5, fluorogenic AMC substrate cleavage; inhibition, % at 5 µM; 210,000 tested, 0.59% active; AID 873;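 active = inhibition of 40% or more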;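 also: 0% = enzyme controls without compound and 100% = no-enzyme blanks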
Target sequence (Q9Y337 67-293 limits assumed): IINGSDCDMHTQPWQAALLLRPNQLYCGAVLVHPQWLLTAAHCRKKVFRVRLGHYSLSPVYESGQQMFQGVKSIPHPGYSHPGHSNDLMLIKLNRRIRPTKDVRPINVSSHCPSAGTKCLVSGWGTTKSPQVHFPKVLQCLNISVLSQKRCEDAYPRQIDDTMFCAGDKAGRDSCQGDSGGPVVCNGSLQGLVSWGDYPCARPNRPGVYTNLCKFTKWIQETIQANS
FXIIa inh 1536 – inhibitors of human coagulation factor XIIa. P00748. purified FXIIa, Boc-QGR-AMC fluorogenic substrate, 2 h. inhibition, % at 5 µM. 220,000 tested, 0.3% active; in the data active = inhibition above about 40%;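 also: 0% = enzyme with no compound and 100% = blank without enzyme; many of its hits are not listed in these tables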
KCC2 mod – KCC2 (human) Cl- transport modulation. B-score of Tl+ flux slope (higher = more flux/activation; lower = inhibition) at 10 µM. AID 1456. Q9H2X9. KCC2 cells, thallium flux FluoZin-2 fluorescence. 190,000 tested, 2.2% active;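 active = thallium flux slope and its plate-corrected score both differing from the plate sample mean at a set confidence after two filtering rounds, in either direction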;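 also: slope of fluorescence scaled to starting intensity during 10 to 20 s after thallium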
thrombin 1536 – inhibitors of human thrombin; inhibition, % at 5 µM; 220,000 tested, 0.26% active; alpha-thrombin, Boc-VPR-AMC fluorogenic substrate cleavage; AID 1046;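 active = inhibition at or above 40%; inactive = inhibition below 40%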;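 also: 0% = enzyme with no compound and 100% = wells without enzyme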
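Test system: human alpha-thrombin protein / Dosing: one concentration per compound, 5 µM, with 0.2% DMSO / Medium: pH 7.5 Tris-saline with Tween 20 / Benchmarks: no-compound enzyme wells and no-enzyme blanks / Read-out basis: percent inhibition of thrombin substrate cleavage / Timing: reaction at room temperature / Measured by: fluorescence, ex 355 nm, em 460 nm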
Numbers without * were called inactive; · = not tested or not shown; & = joins results of further samples. This is a subset; the hit share may differ from the screen's.

Order of values: hK5 inh | Hck Nef HTS | Rad51 HR inh | TNF necrop inh | thrombin 1536 | FXIa inh 1536 | KCC2 mod | L929 necroptosis | FXIIa inh 1536
- CCOc1ccc(-c2nc(CN3CCCCC3CCn3cccn3)c(C)o2)cc1 (stereo not drawn)
  -2 | 22 | -7 | 1.3 | -6 | -5 | 0.043 | 0.5 | 2
- COc1cc(Cl)c(C)cc1NC(=O)CSc1nnc(CCC(=O)O)c(=O)[nH]1
  -7 | 26 | -12 | 0.4 | -3 | -13 | 0.49 | 20 | 9
- COc1ccc(NC(=O)CC2CCCC2)cc1S(=O)(=O)N1CCCCC1
  -10 | -17 | · | 0.6 | -3 | 2 | 0.38 | 0.5 | 7
- COc1ccc(NC(=O)c2ccco2)cc1NC(=O)c1cccnc1
  -11 | 0 | 0 | -1.0 | -2 | 3 | · | 0.1 | 15
- CCOC(=O)CNC(=O)CSc1nc(C)cc(C)c1C#N
  1 | 0 | -14 | -0.2 | -7 | -16 | -0.29 | 0.6 | -6
- CC(Nc1nc(N2CCOCC2)nc2ccccc12)c1ccccc1 (stereo not drawn)
  -6 | -2 | -2 | 4.2 | -2 | 0 | -0.077 | 0.8 | 2
- CN(C)C(CNC(=O)c1cccs1)c1cccnc1 (stereo not drawn)
  -8 | 2 | -5 | 1.1 | -8 | 0 | 0.5 | 1.1 | 13
- CCC(CC)C(=O)Nc1cccc(C(=O)NCCc2ccc(S(N)(=O)=O)cc2)c1
  -29 | -3 | -3 | -1.1 | 1 | -7 | 2.6 | 0.3 | 8
- CCOc1cc(C(=O)OCC(=O)Nc2cc(C)on2)cc(OCC)c1OCC
  -2 | 1 | 5 | -2.1 | -6 | -3 | -0.53 | 0.2 | 9
- O=C(CCSc1nnc(-c2ccncc2)o1)Nc1ccccc1
  -17 | 0 | 5 | 1.1 | 0 | 0 | · | 0.1 | 4
- O=C(O)CCCCCNS(=O)(=O)/C=C/c1ccccc1
  -1 | 23 | -3 | 0.5 | -8 | -4 | · | 0.8 | 7
- Cc1cc(NC(=O)COc2ncnc3sc(C)c(C)c23)no1
  -11 | -6 | 2 | 0.1 | -1 | 9 | -0.18 | -0.7 | 12
- CCOC(=O)CN(C(=O)Cn1nnc2ccccc21)C(C(=O)NCCOC)c1ccccc1 (stereo not drawn)
  -21 | 1 | -9 | -1.2 | -2 | -4 | · | 0.9 | 0
- NC(=O)c1ccccc1NS(=O)(=O)Cc1ccccc1
  -5 | 1 | -6 | -3.7 | -1 | 5 | · | -0.3 | 14
- Cc1ccc(NC(=O)C2C(C(=O)O)C3C=CC2C32CC2)cc1 (stereo not drawn)
  -34 | 1 | -1 | -2.3 | -17 | 17 | · | 0.9 | 14
- N/C(=N\OC(=O)CCCOc1ccccc1)c1ccccn1
  2 | 11 | -18 | 0.5 | -4 | -3 | 0.63 | -0.3 | 3
- O=C(c1ccc(Cl)cc1)c1ccc(OCC(O)CN2CCCCC2)cc1 (stereo not drawn)
  -13 | -17 | 6 | -4.0 | -5 | -6 | -0.055 | 0.7 | 9
- Cc1c(/C=N\NC(=O)c2ccc(F)cc2)cnn1C
  -13 | 6 | 4 | 0.7 | -5 | 4 | 0.43 | -0.1 | -2
- CCn1c(CSCc2ccccc2)n[nH]c1=S
  -6 | 5 | 34 | -0.6 | -4 | -3 | 0.71 | 0.2 | 2
- CS(=O)(=O)N(CC(=O)N1CCOCC1)c1ccc2c(c1)OCO2
  -2 | 1 | 5 | -0.4 | 4 | 6 | 1.6 | -0.4 | 5
- CCCc1cc(C(=O)NNC(=S)NCC)c2ccccc2n1
  -50 | 4 | 11 | -0.4 | -4 | 4 | -1.2 | 0.2 | 19
- Cc1cc(C)c(C(=O)CSc2nnc(-c3cccnc3)n2C)c(C)c1
  -2 | 0 | 4 | -0.4 | 1 | 1 | -0.13 | -0.3 | 1
- COc1cc(OC)cc(C(=O)N2CCN(Cc3ccccc3C(F)(F)F)CC2)c1
  12 | 1 | 0 | 0.7 | 7 | 2 | · | 1.0 | 40*
- COc1ccc(N2C=C3C(=O)C(C)(OC(=O)CCc4ccccc4)C(=O)C=C3C=C2c2ccc(C#N)cc2)cc1 (stereo not drawn)
  4 | 33 | -3 | -0.3 | 0 | 4 | 0.0068 | 0.0 | 12
- Nc1ccc(S(=O)(=O)NC2(C(F)(F)F)NC(=O)N(c3ccccc3Cl)C2=O)cc1 (stereo not drawn)
  -22 | 2 | -1 | 0.8 | -1 | 9 | 1.4 | 1.0 | 16
- Cc1c(NC(=O)COc2ncnc3ccccc23)c(=O)n(-c2ccccc2)n1C
  4 | 3 | 5 | -2.6 | 0 | 4 | · | 0.3 | 4
- O=C(CC(=O)N/N=C/c1ccccc1O)NCc1cccnc1
  -29 | 2 | · | 0.6 | -3 | -1 | 0.97 | 0.8 | 1
- CCNC(=O)C1Cc2ccccc2CN1S(=O)(=O)c1ccc(F)cc1 (stereo not drawn)
  2 | 8 | 10 | -0.4 | 5 | 3 | 1.6 | -0.6 | 13
- Cc1cc(C)c2c(=O)c3c(oc2c1)C(=O)N(CCO)C3c1cccc(O)c1 (stereo not drawn)
  -5 | 1 | -8 | 0.3 | 3 | -1 | · | 0.4 | 20
- CC1CCCN(C(=O)CSc2nnc(-c3ccncc3)n2C)C1 (stereo not drawn)
  -5 | -3 | 0 | 0.8 | 0 | 2 | 1 | 0.1 | 0

Brought forward from above: two entries; new compounds follow.
Order of values: hK5 inh | Hck Nef HTS | Rad51 HR inh | TNF necrop inh | thrombin 1536 | FXIa inh 1536 | KCC2 mod | L929 necroptosis | FXIIa inh 1536
- Cc1cc(C)c2c(=O)c3c(oc2c1)C(=O)N(CCO)C3c1cccc(O)c1 (stereo not drawn)
  -5 | 1 | -8 | 0.3 | 3 | -1 | · | 0.4 | 20
- CC1CCCN(C(=O)CSc2nnc(-c3ccncc3)n2C)C1 (stereo not drawn)
  -5 | -3 | 0 | 0.8 | 0 | 2 | 1 | 0.1 | 0
- Cc1ccc(C(C)n2cc(C(=O)NCCN3CCN(C)CC3)nn2)cc1 (stereo not drawn)
  -11 | 6 | -5 | -0.7 | 2 | -2 | · | 0.8 | 18
- CC(NC(=O)c1cn(C)c2ccc(S(=O)(=O)N3CCCC3)cc2c1=O)c1ccc2c(c1)OCCO2 (stereo not drawn)
  -21 | 0 | 2 | -7.9 | 4 | 10 | -0.81 | 0.0 | 19
- CCOC(=O)CC(=O)CSc1nc2sc(C)cc2c(=O)n1Cc1ccco1
  -39 | 2 | -1 | -1.8 | -2 | -4 | · | -0.2 | 12
- CC1Cc2ccccc2N1C(=O)CSc1nnc(-c2ccc(S(=O)(=O)N3CCOCC3)cc2)n1C (stereo not drawn)
  -4 | -1 | · | 1.5 | 4 | 5 | 0.3 | 1.4 | 14
- O=c1[nH]c2ccccc2nc1-c1ccccc1
  112* | -2 | · | 2.2 | 11 | 19 | 0.36 | 2.8 | 18
- COc1ccc(C(=O)NNc2ccccc2)cc1OC
  -7 | 1 | 3 | -2.9 | -3 | -6 | 0.5 | -0.3 | 3
- CCn1cc(C(=O)O)c(=O)c2cc(F)c(N3CCN(S(=O)(=O)c4ccc(NC(C)=O)cc4)CC3)cc21
  -19 | 3 | -3 | 1.6 | -19 | -7 | 0.0075 | 0.1 | 2
- CCc1nc2c(cnn2-c2ccc(Cl)cc2)c(=O)n1-c1ccc2c(c1)OCCO2
  -8 | 2 | 3 | -1.0 | -7 | -1 | 2 | 0.5 | 4
- CCOc1ccccc1N(CC(=O)NCCOC)C(=O)CCC(=O)Nc1ccccn1
  3 | 16 | 9 | -0.3 | -10 | -6 | · | 0.2 | 0
- COC(=O)CNC(=O)COC(=O)c1ccc(OC)c([N+](=O)[O-])c1
  -17 | 5 | -8 | 1.4 | -6 | -2 | 0.42 | -0.2 | 7
- CC(=NCCc1ccccc1)C1=C(O)C(c2ccccc2)OC1=O (stereo not drawn)
  -2 | -2 | 2 | 1.3 | -6 | -4 | -3.5 | 1.0 | 6
- CC(=O)c1c(C)[nH]c(C(=O)COc2cc(C)cc(C)c2)c1C
  5 | 1 | -3 | -9.1 | 10 | 13 | -0.22 | 0.1 | 17
- Clc1ccc(-c2nc(/C=N/N3CCOCC3)c3ccccn23)cc1
  4 | -5 | 7 | -1.3 | 4 | 0 | 0.031 | -0.8 | 12
- CCOC(=O)CNC(=O)c1ccc(OCC(F)(F)F)cc1
  -5 | -3 | -4 | 0.5 | -8 | -5 | 0.35 | 1.2 | 7
- O=[N+]([O-])c1ccc(-c2ccn[nH]2)o1
  -15 | 3 | -22 | 0.5 | -5 | 4 | -0.18 | 0.5 | 1
- O=S(=O)(NCc1ccccc1)c1ccc(Cl)c(S(=O)(=O)NCc2ccccc2)c1
  15 | 1 | 6 | 1.3 | 2 | 2 | · | -0.3 | 14
- CCC(Sc1nc2n[nH]c(C)c2c(=N)n1-c1cc(Cl)ccc1C)C(=O)N1CCOCC1 (stereo not drawn)
  9 | 6 | -15 | -2.0 | 8 | 3 | -0.2 | 0.4 | 17
- COc1ccc(C/C(C)=N\NC(=O)c2c[nH]c3ccccc23)cc1OC
  -1 | 14 | 8 | 0.4 | -5 | -4 | 0.5 | 1.2 | 2
- O=C(COc1ccc(Cl)cc1)NCc1nnc(SCC(=O)Nc2ccc(F)cc2F)o1
  -9 | -1 | 2 | 1.5 | 0 | -6 | -0.58 | 1.7 | 3
- C/C(=C(\C#N)C(=O)NCCN1CCOCC1)N(C)C
  -8 | 0 | 3 | -1.0 | 2 | 1 | 0.43 | 0.7 | 15
- N#CC(C(N)=O)=C1CCC2(CC1)OCCCCO2
  -6 | 1 | 4 | 0.6 | 0 | -5 | 0.9 | -0.3 | 9
- Cc1cccc(NC(=O)c2cccc(C(F)(F)F)c2)c1
  2 | -9 | -1 | 0.6 | -2 | 1 | 0.51 | 20 | 8
- COc1cc(OC)cc(C(=O)N[C@H](C(=O)OCn2nnc3ccccc3c2=O)C(C)C)c1
  0 | -1 | 3 | -0.3 | -3 | -2 | 0.51 | 3.3 | ·
- CC(/C=C\c1cccnc1)=C/C(=O)O
  -11&-16 | 0&3 | -17&3 | -4.0&-0.7 | -2&-5 | -4&5 | 0.17&0.95 | 0.7&0.4 | -1&7
- C=CCc1ccc(OCC(O)COCC)c(OC)c1 (stereo not drawn)
  -19 | 2 | 0 | 1.1 | -8 | 3 | · | 0.9 | 19
- CC(=O)c1cccc(NC(=O)c2ccc(C)o2)c1
  0 | 21 | -1 | -1.1 | -2 | 2 | 0.72 | 0.8 | 10
- COc1cc(Cn2c(-c3nonc3N)nc3ccccc32)ccc1C
  -6 | -2 | 0 | -6.9 | 0 | 4 | -0.29 | 0.7 | 8
- O=C(Nc1nccc(-c2cccs2)n1)c1cccs1
  -2 | 3 | · | -6.9 | 7 | 2 | · | 0.3 | 8
- CC(NC(=O)Nc1ccccc1O)(C(F)(F)F)C(F)(F)F
  -22 | -1 | 6 | 0.2 | -1 | -10 | -1.3 | 1.2 | 1
